Bioassay records (PubChem BioAssay)
CD40 NFkB inh: CD40 pathway inhibition in BL2 cells; actives 0.94% (n = 83,000); inhibition, % at 10 µM; BL2 NF-kB luciferase reporter, CD40L-induced, 4 h;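 active means mean inhibition of at least 50% with a set share of replicates also reaching that level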;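 further: 0% = neutral control wells and 100% = IKK inhibitor VII at 50 µM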
The depositor's hits bear a star; [ ] = another dose, or the depositor's remark. This is a subset; the hit share may differ from the screen's.

SMILES | CD40 NFkB inh
CO[C@@H](CN(C)S(=O)(=O)c1ccc(Cl)cc1)[C@H](C)CN([C@H](C)CO)S(=O)(=O)c1cccc(Cl)c1 | -4
C=CCn1c(CNC(=O)c2ccccc2F)nnc1SCC(=O)NC(C)c1ccccc1 (stereo unspecified) | 4
CS(=O)(=O)N1CCN(c2ccc(C(=O)N3CCOCC3)cc2[N+](=O)[O-])CC1 | 14
Cc1cccc(-c2ccc([C@H]3[C@H]4CN(C(=O)c5ccncc5)CCCCN4[C@H]3CO)cc2)c1 | 2[25 µM]
Cc1ccn2c(=O)nc(SCC(=O)N3N=C(c4cccs4)CC3c3ccc(F)cc3)nc2c1 (stereo unspecified) | -5
Cc1ccc(OCC(=O)NNC(=O)CSc2ncnc3sc(C)c(C)c23)cc1 | 1
N#C/C(=C\c1ccc(O)c(O)c1)C(=O)NC1CCC(CC2CCC(NC(=O)/C(C#N)=C/c3ccc(O)c(O)c3)CC2)CC1 (stereo unspecified) | 18[25 µM]
C[C@H](CO)N1C[C@H](C)[C@@H](CN(C)Cc2cccc3c2OCCCO3)OCc2cn(nn2)CCCC1=O | 7[25 µM]
COc1ccc(-c2ccc3n(c2=O)C[C@@H]2[C@@H](CO)[C@H](C(=O)NCC4CC4)N(C(=O)NC(C)C)[C@H]32)cc1 | -14[25 µM]
Cc1ccc2nc3c(cc2c1)c(C)nn3-c1ccccc1 | -27
CC(=O)N1CCCc2ccccc21 | 11
CCCCCCOc1ccc(C(=O)O)cc1C#N | 0

Sorted by the number under CD40 NFkB inh (high to low): 6 from the list above
smiles	CD40 NFkB inh
CS(=O)(=O)N1CCN(c2ccc(C(=O)N3CCOCC3)cc2[N+](=O)[O-])CC1	14
CC(=O)N1CCCc2ccccc21	11
C=CCn1c(CNC(=O)c2ccccc2F)nnc1SCC(=O)NC(C)c1ccccc1 (stereo unspecified)	4
CO[C@@H](CN(C)S(=O)(=O)c1ccc(Cl)cc1)[C@H](C)CN([C@H](C)CO)S(=O)(=O)c1cccc(Cl)c1	-4
Cc1ccn2c(=O)nc(SCC(=O)N3N=C(c4cccs4)CC3c3ccc(F)cc3)nc2c1 (stereo unspecified)	-5
Cc1ccc2nc3c(cc2c1)c(C)nn3-c1ccccc1	-27

Next entries.
SMILES | CD40 NFkB inh
COC(=O)C1CCCCN1C(=O)CCc1nnc(CCc2c[nH]c3ccccc23)o1 (stereo unspecified) | 8
CN(C)c1cccc(C(=O)NNC(=O)CN2C(=O)C3CC=CCC3C2=O)c1 (stereo unspecified) | -7
Cc1ccc(OCC(=O)N2c3ccccc3NC(=O)C2(C)C)c([N+](=O)[O-])n1 | 17
CC(C)(C)C(=O)Cn1c[n+](N)cn1 | 6
COc1cccc(CN(C)C(=O)c2ccc3nccnc3c2)c1 | -5
O=C(NCc1ccncc1)C1CCN(S(=O)(=O)c2ccccc2)CC1 | 13
N#Cc1nc(Cc2cccc3ccccc23)oc1NCCCN1CCOCC1 | 9
O=S(=O)(/N=C(/Nc1ccccc1)c1ccccc1)c1cccs1 | 14
COc1cnc(-c2ccccn2)nc1N(C)C | 8
COC(=O)C[C@@H]1CC[C@H]2[C@@H](COc3ccc(NC(=O)c4ccc(C(F)(F)F)cc4)cc3C(=O)N2C)O1 | -9[25 µM]
CO[C@@H]1CN(C)C(=O)c2cc(NC(=O)C3CCOCC3)ccc2OC[C@H](C)NC[C@H]1C | -1[25 µM]
CC(C)C#Cc1ccc([C@@H]2[C@@H](C#N)N(C(=O)c3ccccn3)[C@@H]2CO)cc1 | -11[25 µM]
O=C(COc1ccccc1)Nc1nnc(C23CC4CC(CC(C4)C2)C3)s1 | -7
Cc1ccc(S(=O)(=O)CC(c2ccccc2)N2CCOCC2)cc1 (stereo unspecified) | 6
COc1ccc(-c2cc(C(F)(F)F)n3ncc(C(=O)N(C)Cc4ccccc4)c3n2)cc1 | 18
CN1C(=O)c2cc(NC(=O)C3CC3)ccc2OC[C@@H]2O[C@@H](CC(=O)NCC3CCCCC3)CC[C@@H]21 | 3
Cc1cc(C(F)(F)F)nc(NNc2nc(C)cc(C(F)(F)F)n2)n1 | -5
CNC(=O)c1ccsc1NC(=O)c1ccc2c(c1)CCCC2 | -106
O=C(O)c1ccc(Cn2ccc3ccccc32)o1 | 5
CCCNC(=O)N1CCN(S(C)(=O)=O)CC1 | 8
CC(=O)N1[C@@H]2Cn3c(ccc(-c4ccccc4F)c3=O)[C@H]1[C@@H](C(=O)N1CCOCC1)[C@@H]2CO | 11[25 µM]
CCc1ccc(C(=O)NC(CCSC)C(=O)O)cc1 (stereo unspecified) | 3
O=C(O)c1ccc(/C=N/NC(=O)c2cc3ccccc3cc2O)cc1 | 4
Clc1cccc2c1CCN(Cc1nc(-c3cnccn3)no1)C2 | -5
O=C1c2cccc(OCc3ccc(F)cc3)c2CCN1Cc1ccccc1 | 3
O=C(Nc1cccc(Cl)c1)N1C[C@@H]2[C@H](c3ccccc31)[C@@H](CO)N2Cc1cccnc1 | 3[25 µM]
CN(C)c1ccc(-c2ccnc3c2CC(C)(C(=O)NCc2cccc(Cl)c2)O3)cc1 (stereo unspecified) | 4
Cc1ccc(C(=O)NNC(=O)c2ccccc2OCc2c(C)noc2C)cc1 | 4
CC(=O)c1c(C)[nH]c(C(=O)CN2C(=O)NC3(CCCCC3)C2=O)c1C | 0
CC1CC(=O)Nc2ccccc2N1C(=O)Cn1cnc2ccc(Br)cc2c1=O (stereo unspecified) | 12
CCCN(CC(=O)Nc1cc(Cl)ccc1Cl)C(=O)c1ccccn1 | 5
Cc1cc(NS(=O)(=O)c2ccc(NC(=O)c3ccccc3F)cc2)no1 | 3
CC(C)(C)c1ccc(NC(=O)CNC2CCCc3ccccc32)cc1 (stereo unspecified) | -12
CSc1nc(Cl)cc(=O)[nH]1 | 3
C[C@H]1CN([C@@H](C)CO)C(=O)Cc2cc(NS(C)(=O)=O)ccc2O[C@H]1CN(C)C(=O)Nc1ccccc1 | 8[25 µM]
COC(=O)c1c[nH]n2c(=O)c(Cl)c(C)nc12 | -26
O=C(C[C@H]1C[C@H]2c3cc(NC(=O)Nc4ccccc4)ccc3O[C@H]2[C@@H](CO)O1)NCCN1CCCCC1 | -7[25 µM]
Cc1ccc(S(=O)(=O)N2CCCC2C(=O)NCc2ccncc2)cc1 (stereo unspecified) | 10
COc1ccc(C(CNC(=O)c2ccco2)N2CCCCC2)cc1 (stereo unspecified) | -62
Cc1cc(NC(=O)Nc2ccc3c(ccn3C)c2)sn1 | -42
O=S(N1CCCCCC1)C12CC3CC(CC(C3)C1)C2 (stereo unspecified) | 11
N#Cc1nc(Cc2ccccc2)oc1NCc1cccnc1 | -2
C=CCn1c(O)c(N=O)c2cc(C)ccc21 | 8
C[C@@H]1CN([C@@H](C)CO)C(=O)CCCn2cc(nn2)CO[C@@H]1CN(C)CC1CCCCC1 | 2[25 µM]
C[C@@H]1CN([C@H](C)CO)C(=O)c2cc(NS(=O)(=O)c3ccc(F)cc3)ccc2O[C@H]1CN(C)C(=O)Nc1ccccc1 | -2[25 µM]
COc1cccc(/C=N/NC(=O)c2c(C)nc3ccc(Br)cn23)c1 | 8
C[C@@H](O)C#Cc1ccc([C@H]2[C@H]3CN(C(=O)c4ccncc4)CCCCN3[C@H]2CO)cc1 | -2[25 µM]
CC(=O)c1ccc(N2CCN(C(=O)CCCn3c(=O)[nH]c4ccccc4c3=O)CC2)cc1 | 12
O=C(Nc1cccc(NC(=O)c2ccc3c(c2)OCO3)c1)c1ccccc1 | -8
O=C(CCCOc1ccc(Cl)cc1Cl)N/N=C/c1ccccc1 | 2
CCN(Cc1ccncc1)C(=O)C1CCN(S(=O)(=O)c2cccs2)CC1 | -13
O=C(NNC(=O)c1ccc(F)cc1F)c1ccc2c(c1)OCO2 | -35
COCC(C)Nc1nc(C)c(C(C)=O)s1 (stereo unspecified) | 0
COc1cc(/C=C/C(=O)OCC(=O)NC(=O)NCc2ccccc2)ccc1OCC#N | 8
NC(CSC1(c2ccc(F)cc2)c2ccccc2-c2ccccc21)C(=O)O (stereo unspecified) | -3
COC(=O)c1cc(C#N)c(OC(C)C)nc1C | 15
CCc1nc(N2CCN(C(C)=O)CC2)c(C#N)c2c1COC(C)(C)C2 | -1
C[C@H](CO)N1C[C@H](C)[C@@H](CN(C)Cc2ccncc2)OCCCC[C@H](C)Oc2ccc(NC(=O)Cc3ccccc3)cc2C1=O | 6[25 µM]
Cc1ccsc1/C=N/n1cnnc1 | -3
Cc1onc(-c2ccccc2Cl)c1C(=O)NCc1nnnn1-c1ccc(F)cc1 | -6

A draw from above in order of molecular weight, lowest first.
SMILES | CD40 NFkB inh
COC(=O)c1cc(C#N)c(OC(C)C)nc1C | 15
O=C(NNC(=O)c1ccc(F)cc1F)c1ccc2c(c1)OCO2 | -35
Cc1onc(-c2ccccc2Cl)c1C(=O)NCc1nnnn1-c1ccc(F)cc1 | -6
COc1cc(/C=C/C(=O)OCC(=O)NC(=O)NCc2ccccc2)ccc1OCC#N | 8

Single values from the results shown:
Result of `C[C@H](CO)N1C[C@H](C)[C@@H](CN(C)Cc2ccncc2)OCCCC[C@H](C)Oc2ccc(NC(=O)Cc3ccccc3)cc2C1=O` under CD40 NFkB inh: 6[25 µM]
Result of `Cc1ccsc1/C=N/n1cnnc1` under CD40 NFkB inh: -3
Result of `Cc1onc(-c2ccccc2Cl)c1C(=O)NCc1nnnn1-c1ccc(F)cc1` under CD40 NFkB inh: -6
Result of `COCC(C)Nc1nc(C)c(C(C)=O)s1` (stereo unspecified) under CD40 NFkB inh: 0
Result of `COc1cc(/C=C/C(=O)OCC(=O)NC(=O)NCc2ccccc2)ccc1OCC#N` under CD40 NFkB inh: 8

Next entries follow:
SMILES | CD40 NFkB inh
O=C(C[C@H]1C=C[C@@H](NC(=O)Nc2ccccc2F)[C@@H](CO)O1)NCc1ccc(-c2ccccc2)cc1 | 25[25 µM]
NS(=O)(=O)c1ccc(CCNC(=O)COC(=O)c2ccc([N+](=O)[O-])o2)cc1 | -8
N#CCCn1cc(C(=O)CN2C(=O)C(=O)N(C3CCCC3)C2=O)c2ccccc21 | 4
O=C(NCCO)c1cc2c(s1)CCC2 | -95
COc1ccc(C(=O)Nc2cccnc2Sc2ccc(Cl)cc2)cc1 | -13
CN(C(=O)CSc1nc2scc(-c3ccccc3)c2c(=O)[nH]1)c1ccccc1 | 21
C/C=C/c1ccc([C@H]2[C@@H](CO)N(Cc3cccnc3)C23CN(C(=O)CC)C3)cc1 | 2[25 µM]
Cc1ccccc1C(=O)Nc1nnc(CC(=O)N/N=C/c2ccco2)s1 | 0
Cc1ccccc1-c1cc2nc(NCCCN(C)C)n(C)c(=O)c2s1 | -2
c1coc(-c2nnc3n2N=C(c2ccc4c(c2)OCO4)CS3)c1 | 0
CN(C)C(=O)C(CCN1CCC(O)(c2ccc(Cl)cc2)CC1)(c1ccccc1)c1ccccc1 | 50*
COc1ccc(C(=O)c2cc(OC)c(OC)c(OC)c2)cc1OC | -9
O=C(NNC(=O)c1sccc1-n1cccc1)Nc1ccc(F)cc1 | 6
CCOC(=O)c1oc2nc(C)c3c(c2c1N)CC(C)(C)OC3 | 7
Cc1ccc(CN2CCN(Cc3ccc4cc(F)ccc4n3)CC2CCO)o1 (stereo unspecified) | 12
Cc1cccc(NC(=O)COc2ccc3c(c2)CCC3)n1 | -47
COc1ccc2c(c1)C(=O)CC(c1ccccc1)O2 (stereo unspecified) | -44
O=C(CN1c2cccc3cccc(c23)S1(=O)=O)NCc1ccc2c(c1)OCO2 | 1
C[C@@H]1CN(C)C(=O)Cc2cc(N(C)C)ccc2O[C@H]1CN(C)C | 2
O=C(CN1CCOCC1)N1CCCCN2[C@H](C1)[C@H](c1ccc(Br)cc1)[C@@H]2CO | -3[25 µM]
Cc1ccc(S(=O)(=O)Nc2n[nH]nc2C(=O)NC2CCCCC2)cc1 | 10
COc1ccc(/C(N)=N/OC(=O)CCc2ccccc2)cc1 | -21
O=C(COC(=O)COc1ccc(Cl)cc1Br)NC1CCCCCC1 | 7
O=C(NC1CCCc2ccccc21)C12CC3CC(CC(O)(C3)C1)C2 (stereo unspecified) | 13
CC(=O)Nc1ccc(S(=O)(=O)N(C)CC(=O)Nc2ccccc2N2CCCC2)cc1 | -18
O=C(NCCCN1CCCC1=O)c1cc(-c2ccc(F)cc2)nc2ccccc12 | -25
COc1cccc(-c2nn(-c3ccccc3)cc2CN(C)C(C)c2ccncn2)c1 (stereo unspecified) | -15
Cc1cc2nc(-c3ccncc3)cc(C(F)(F)F)n2n1 | 4
O=C(COc1nnc2ccccn12)N1CCN(S(=O)(=O)c2ccccc2)CC1 | 0
O=C(CCN1CCCCC1)N[C@H]1CC[C@@H](CC(=O)N2CCC(Cc3ccccc3)CC2)O[C@@H]1CO | -5[25 µM]
O=C(CSc1nc2ccsc2c(=O)n1CC1CCC(C(=O)O)CC1)c1ccc(Cl)cc1 (stereo unspecified) | -1
COc1ccc(CN(C)C[C@H]2OCc3cnnn3CCCC(=O)N([C@H](C)CO)C[C@H]2C)cc1 | 8[25 µM]
CCCNC(=O)C[C@@H]1CC[C@@H]2[C@H](COc3ccc(NC(=O)NCCC)cc3C(=O)N2C)O1 | -2
CCCCNC(=O)CN1C(=O)C(CC)Oc2ccc(Cl)cc21 (stereo unspecified) | 2
OCC1CCCCN1C(=S)NCc1ccco1 (stereo unspecified) | 12
Cc1c(C(=O)N2CCC2(C)C(=O)O)oc2ccccc12 (stereo unspecified) | 1
COc1ccc(C(=O)COC(=O)C(CCSC)NC(=O)COc2ccccc2)cc1 (stereo unspecified) | -4
O=C(N/N=C/c1ccc([N+](=O)[O-])o1)c1cc2ccccc2o1 | 10
OC(c1cccc(Cl)c1)c1nc(-c2cccc3cccnc23)cs1 (stereo unspecified) | -26
O=C1CNC[C@@H]2[C@@H](c3ccc(-c4ccccc4F)cc3)[C@H](CO)N12 | -1[25 µM]
O=C(Nc1ccon1)C12CC3CC(C1)CC(n1cnc([N+](=O)[O-])n1)(C3)C2 | 1

CD40 NFkB inh, entries above that show a hit
SMILES | CD40 NFkB inh
CN(C)C(=O)C(CCN1CCC(O)(c2ccc(Cl)cc2)CC1)(c1ccccc1)c1ccccc1 | 50*
